TMEM16A inh – inhibitors of mouse TMEM16A calcium-activated chloride channel | Q8BHY3 | HEK293 TMEM16A/YFP iodide influx fluorescence, ionomycin | normalized B-score (activity score, 25-100; higher = stronger inhibition) at 10 µM | actives 1.2% (n = 310,000);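 active = ratio plate-corrected score three or more library SD toward inhibition, starting fluorescence score within five deviations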;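 note: score derived from kinetic fluorescence span divided by baseline fluorescence per well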
TRPC6 activator – activates the mouse TRPC6 cation channel | Q61143 | HEK293-TRPC6 membrane potential dye fluorescence; active compounds read high | B-score at 10 µM | actives 0.13% (n = 310,000) | AID 2550;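 active = B-score of the integrated fluorescence ratio above library mean plus 3 SD, and starting fluorescence ratio within library mean plus 5 SD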;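 note: higher score means more depolarization so channel activation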
MrgX1 PAM – allosterically activates human MrgX1 receptor signaling; actives 0.63% (n = 310,000); MrgX1-HEK293, Fluo-4 calcium flux, FDSS; active compounds read high; B-score at 10 µM;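 active = plate-corrected calcium response at least 3 library SD above typical, normal starting fluorescence, not activating the receptor alone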;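 note: compound read alongside a low EC10 to EC30 dose of BAM8-22 agonist; peak minus trough fluorescence over baseline measured at the second addition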
TRPC4 block – TRPC4 (mouse) channel inhibition | Q9QUQ5 | HEK293 TRPC4beta/mu-opioid, DAMGO-evoked Fluo4 calcium flux; active compounds read low | B-score at 10 µM | actives 0.39% (n = 300,000);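 active = B-score over 3 SD under the library average, no early fluorescence shift, positive overall ratio signal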
Target sequence (Q9QUQ5 whole entry, looked up): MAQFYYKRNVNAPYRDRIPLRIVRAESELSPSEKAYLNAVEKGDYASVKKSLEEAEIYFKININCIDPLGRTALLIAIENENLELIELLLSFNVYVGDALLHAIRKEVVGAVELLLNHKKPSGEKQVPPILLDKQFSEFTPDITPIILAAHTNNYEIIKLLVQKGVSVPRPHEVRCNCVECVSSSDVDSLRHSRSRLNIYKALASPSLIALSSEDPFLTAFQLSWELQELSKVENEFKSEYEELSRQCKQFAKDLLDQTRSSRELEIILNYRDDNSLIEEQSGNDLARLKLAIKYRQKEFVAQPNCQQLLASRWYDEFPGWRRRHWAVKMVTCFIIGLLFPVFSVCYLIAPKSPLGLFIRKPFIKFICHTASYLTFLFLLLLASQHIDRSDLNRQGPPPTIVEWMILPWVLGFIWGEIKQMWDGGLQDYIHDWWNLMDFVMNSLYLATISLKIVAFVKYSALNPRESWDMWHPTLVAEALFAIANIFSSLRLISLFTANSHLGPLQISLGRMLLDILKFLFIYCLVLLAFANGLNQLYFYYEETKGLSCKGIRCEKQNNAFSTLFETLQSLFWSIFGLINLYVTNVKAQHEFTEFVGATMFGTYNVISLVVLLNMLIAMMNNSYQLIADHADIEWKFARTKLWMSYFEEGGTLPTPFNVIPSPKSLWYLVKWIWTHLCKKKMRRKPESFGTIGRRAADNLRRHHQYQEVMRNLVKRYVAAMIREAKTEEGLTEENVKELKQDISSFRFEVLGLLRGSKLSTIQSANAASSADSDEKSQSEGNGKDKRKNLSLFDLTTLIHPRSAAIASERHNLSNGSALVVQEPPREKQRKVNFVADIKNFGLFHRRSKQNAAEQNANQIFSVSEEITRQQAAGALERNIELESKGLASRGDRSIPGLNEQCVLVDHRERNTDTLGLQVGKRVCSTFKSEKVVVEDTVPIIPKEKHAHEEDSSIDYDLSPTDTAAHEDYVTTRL
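Assay system: HEK293 cells with stable TRPC4beta plus mu-opioid receptor expression; Probe or stimulus: DAMGO in two steps, submaximal then maximal; Dosing: single-point compound dosing; Measured by: Fluo4 calcium-dye fluorescence, kinetic read; Read-out basis: B score from integrated Fluo4 fluorescence ratio.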
SKKanGAS inh – inhibitors of SKKanGAS S. pyogenes growth in kanamycin (SK-promoter or general growth effect); BacTiter-Glo, 6 h; actives 1.3% (n = 300,000); inhibition, % at 7.5 µM;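 active = mean replicate score, as percent of positive control median, at least 50; inconclusive = mean below 50 but one replicate at or above 50; inactive = mean and every replicate below 50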;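 note: strain carries kanamycin resistance gene driven by streptokinase promoter and grows in 40 µg/ml kanamycin; loss of luminescence reflects streptokinase promoter inhibition or plain growth inhibition; 0% = median of DMSO wells and 100% = positive control at its reference dose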
TRPC4 PAM – allosterically enhances the mouse TRPC4 cation channel. Q9QUQ5. HEK293 TRPC4beta/mu-opioid, DAMGO EC20, Fluo-4 Ca2+ flux; active compounds read high. B-score at 10 µM. actives 0.42% (n = 310,000). AID 2227;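 active = B-score of calcium response area above 5 SD of library B-scores, with initial fluorescence ratio within 5 SD of library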;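 note: B-score of integrated fluorescence ratio over time as area under calcium response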
TMEM16A act – activates or potentiates the mouse TMEM16A chloride channel; Q8BHY3; HEK293 TMEM16A/YFP-H148Q/I152L, iodide quench fluorescence; active compounds read low; B-score at 10 µM; actives 0.3% (n = 340,000);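 active = fluorescence-ratio B-score plate-corrected deviation score at least 3 library SD below zero, with starting fluorescence score within 5 deviations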;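 note: channel opened by trigger with iodide after compound preincubation; score built on the fluorescence ratio of max minus min over baseline; more negative score means more quench and so TMEM16A activation or potentiation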
MrgX1 antagonist – human MrgX1 receptor antagonism, primary screen; Q96LB2; MRGX1-HEK293 calcium flux, Fluo-4, BAM8-22 antagonism; active compounds read low; B-score at 10 µM; actives 1.3% (n = 310,000); AID 588676;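 active = calcium-response B-score plate-corrected more than 3 library SD below zero, starting fluorescence within 5 deviations, no agonist response on first addition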;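 note: peak minus trough fluorescence over baseline after final BAM8-22 challenge near maximal dose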
TRPC4 act – activators of mouse TRPC4 channel. AID 2237. HEK293 TRPC4beta/mu-opioid, Fluo4 calcium fluorescence; active compounds read high. actives 0.49% (n = 310,000). B-score at 10 µM. Q9QUQ5;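 active = B-score above 5 SD of library B-scores, and initial fluorescence ratio not above library mean plus 5 SD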;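 note: positive B-score marks a calcium rise read as TRPC4 activation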
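Assay system: HEK293 stable line with TRPC4beta plus mu-opioid receptor; schedule: 45 min room-temperature Fluo4 loading, 110 s read; technique: kinetic Fluo4 calcium fluorescence; evaluation: integrated baseline-normalised fluorescence ratio, converted to per-well B score; controls: buffer (low) and maximal DAMGO (high)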
MrgX1 agonist – agonists of human MrgX1 receptor; MrgX1-HEK293 cells, Fluo-4 calcium fluorescence, agonist mode; active compounds read high; B-score at 10 µM; actives 0.44% (n = 310,000);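 active = calcium response B-score plate-corrected fluorescence ratio at least 3 library SD, with starting fluorescence B-score inside 5 SD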
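Assay system: stable human MrgX1 HEK293 cell line. Quantity: 15,000 cells per well. Schedule: cells plated overnight, dye loaded 0.5 h 37 °C, 0.5 h room temperature. Detection: Fluo-4 NW calcium-flux fluorescence, kinetic read. Read-out basis: peak-minus-minimum fluorescence over baseline, converted to B scores. Control set: positive and negative control wells on each plate.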
TRPC6 inhibitor – mouse TRPC6 channel inhibition; AID 2553; HEK293-TRPC6, membrane potential dye, ACh-evoked depolarization; active compounds read low; Q61143; actives 1.1% (n = 310,000); B-score at 10 µM;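 active = B-score under library mean minus 3 SD, initial fluorescence not abnormally high, positive integrated signal ratio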;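 note: B-score derived from integrated fluorescence ratio over the kinetic read; more negative B-score means stronger inhibition of depolarization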
An asterisk follows results filed as active; i = inactive; ? = inconclusive; . = not tested or not shown; & = joins results of further samples.

SMILES	TMEM16A inh	TRPC6 activator	MrgX1 PAM	TRPC4 block	SKKanGAS inh	TRPC4 PAM	TMEM16A act	MrgX1 antagonist	TRPC4 act	MrgX1 agonist	TRPC6 inhibitor
COc1ccc(CCc2nc(C)ccc2O)cc1	i	i	i	i	3.2&-4.8	i	i	i	i	i	i
CNc1nc(-c2ccccc2)cc(C(F)(F)F)c1C#N	i	i	i	i	-0.2	i	i	i	i	i	i
CCCN(Cc1nc(-c2ccc(Cl)cc2)no1)CC1CCCO1 (stereo unspecified)	i	i	i	i	6.3	i	i	i	i	i	i
COc1ccc([N+](=O)[O-])cc1NC(=O)C1CCCNC1=O (stereo unspecified)	i	i	i	i	6.6	i	i	i	i	i	i
COc1ccccc1CN(C)C(=O)C1COc2ccccc2O1 (stereo unspecified)	i	i	i	i	2.7	i	i	i	i	i	i
Cc1ccc(NC(=O)C2CCCC2)c(Br)c1	i	i	i	i	-6.1	i	i	i	i	i	i
CC1CN(S(=O)(=O)c2ccc(NC(=O)CCCN3C(=O)c4ccccc4C3=O)cc2)CC(C)O1 (stereo unspecified)	i	i	i	.	-7.6	i	i	i	i	i	i
O=C(O)c1ccccc1NCc1cccnc1	i	i	i	i	-0.1	i	i	i	i	i	i
COc1ccc(N=C2S/C(=C\c3ccc(OC(C)C(=O)O)c(OC)c3)C(=O)N2CCc2c[nH]c3ccccc23)cc1 (stereo unspecified)	.	i	.	i	?	i	i	.	i	.	i
O=[N+]([O-])c1ccccc1S(=O)(=O)Nc1ccc(-c2ccc(N3CCCC3)nn2)cc1	i	i	i	i	31.3	i	i	i	i	i	i
Cc1nn(-c2ccccc2)c2c1/C(=N/O)CC(C)(C)C2	i	i	i	i	3.6	i	i	i	i	i	i
Cc1[nH]n(C(N)=S)c(=O)c1C(c1ccccc1)C(C#N)C#N (stereo unspecified)	i	i	i	i	-4.7	i	i	i	i	i	i
Cc1noc(C)c1S(=O)(=O)Nc1cccc(C(F)(F)F)c1	i	i	i	i	0.7	i	i	i	i	i	i
O=C(Cc1cccc(F)c1)N1CCCC(CO)(Cc2ccc(F)cc2F)C1 (stereo unspecified)	i	i	i	i	-10.3	i	i	i	i	i	i
CCSc1nnc([C@@H](NC(=O)OC(C)(C)C)C(C)C)o1	i	i	i	i	-2.9	i	i	i	i	i	i
COc1ccc(S(=O)(=O)N2Cc3ccccc3CC2C(=O)Nc2ccc3c(c2)OCO3)cc1 (stereo unspecified)	i	i	i	i	0.9	i	i	i	i	i	i
Cc1ccc(N2CCN(/N=C/c3cccs3)CC2)cc1	i	i	i	i	-3.5	i	i	i	i	i	i
S=C(Nc1ccccc1Cl)N(CCN1CCCCC1)Cc1ccco1	i	i	i	i	0.0	i	i	i	i	i	i
CCc1nnc(NC(=O)CSc2nnc(COc3ccccc3C)o2)s1	i	i	i	i	-8.3	i	i	i	i	i	i
COc1ccc2c(CC(=O)Nc3nnc(C4CC4)s3)coc2c1	i	i	i	i	7.2	i	i	i	i	i	i
COc1ccc(C)cc1NC(=S)N1CCN(c2ncccn2)CC1	i	i	i	i	-0.6	i	i	i	i	i	i
COC(=O)CC(NS(=O)(=O)c1cccs1)c1ccc2c(c1)OCO2 (stereo unspecified)	i	i	i	i	-1.5	i	i	i	i	i	i
COc1ccc(C(=O)NNC(=O)CCn2nnc(-c3ccc(Cl)cc3)n2)cc1OC	i	i	i	i	-9.2	i	i	i	i	i	i
O=C(O)CCCCCN=Cc1c(O)c2ccccc2oc1=O	i	i	i	i	9.8	i	i	i	i	i	i
COc1ccc(C2/C(=C(/O)c3ccc(Cl)cc3)C(=O)C(=O)N2CCN2CCOCC2)c(OC)c1 (stereo unspecified)	i	i	i	i	0.1	i	i	i	i	i	i
Nc1ncnc2c1ncn2C1OC(COP(=O)(O)O)C(O)C1O (stereo unspecified)	i	i	i	i	-1.1	i	i	i	i	i	i
COc1ccc(NC(=O)[C@@]2(CC(=O)O)CC(/C=C/c3ccccc3)=NO2)cc1	i	i	i	i	2.2	i	i	i	i	i	i
O=C(NCc1csc(-c2cccs2)n1)C1CC1	i	i	i	i	2.7	i	i	i	i	i	i
COc1ccc(-c2cc(-c3ccccc3O)[nH]n2)cc1OC	i	i	i	i	-3.8	i	i	i	i	i	i
O=C(c1cnccn1)N(Cc1ccco1)C1(C(=O)NC2CCCCC2)CCCCC1	i	i	i	i	-9.5	i	i	i	i	i	i
Cc1ccc(C(C)C)cc1OCCOCCN1CCCC1	i	i	i	i	-2.0	i	i	i	i	i	i
C[C@@H](C(=O)N[C@@H](Cc1c[nH]c2ccccc12)C(=O)O)n1nnc2ccccc2c1=O	i	i	i	i	5.7	i	i	i	i	i	i
S=c1nc(-c2ccccc2)n(CCCN2CCOCC2)c2c1CCCC2	i	i	i	i	0.8	i	i	i	i	i	i
N=c1c2c3c(sc2ncn1N)CCC3	i	i	i	i	3.3	i	i	i	i	i	i
O=C(CC1CCCC1)Nc1ccc2c(c1)CCC2	i	i	i	i	4.5	i	i	i	i	i	i
CCOC(=O)C1CCN(c2ncnc3nc[nH]c23)CC1	i	i	i	i	1.1	i	i	i	i	i	i
C=CCNC(=O)c1c(CSc2ccc(Cl)cc2)noc1C(=O)NCCC	i	i	i	i	2.8	i	i	i	i	i	i
CCOC(=O)Cc1cnc(NC(=O)CSc2nc(N)cc(N)n2)s1	i	i	i	i	-3.8	i	i	i	i	i	i
COc1ccc(NC(=O)CSc2nnc(Cc3ccccc3)c(=O)n2N)cc1	i	i	i	i	-2.4	i	i	i	i	i	i
COc1ccc(C(=O)Cn2c(NCCO)nc3ccccc32)cc1OC	i	i	i	i	3.9	i	i	i	i	i	i
CCCN(CCC)CCNC(=O)c1cc2c(-c3ccccc3F)nn(C)c2s1	i	i	i	i	0.8	i	i	i	i	i	i
CCN(CC1CCCN(CCc2cccc(OC)c2)C1)C(=O)c1ccoc1C (stereo unspecified)	i	i	i	i	-2.3	i	i	i	i	i	i
O=C1CCCN2N=C(SCC(=O)N3N=C(c4ccc(Br)cc4)CC3c3ccc(F)cc3)SC2=N1 (stereo unspecified)	i	i	i	i	5.7	i	i	i	i	i	i
CCn1c(CSCc2ccc(F)cc2)nnc1SCC(=O)N1CCN(c2ccccc2)CC1	i	i	i	i	-12.2	i	i	i	i	i	i
O=C(NN1CCOCC1)c1cnn2c(C(F)F)cc(-c3ccccc3)nc12	i	i	i	i	-4.1	i	i	i	i	i	i
CC(OC(=O)Cn1cnc2c1c(=O)n(C)c(=O)n2C)C(=O)NC(C)c1ccc(Cl)cc1Cl (stereo unspecified)	i	i	i	i	12.5	i	i	i	i	i	i
COc1ccc(N2CCC(CNC(=S)Nc3cc(C)ccc3C)C2)cc1 (stereo unspecified)	i	i	i	i	3.7	i	i	i	i	i	i
CC(=O)c1cc(C(=O)N2CCc3c([nH]c4ccccc34)C2CC(C)C)[nH]n1 (stereo unspecified)	i	i	i	i	-3.2	i	i	i	i	i	i
O=C(O)CCc1ccc(S(=O)(=O)Nc2ccccc2C(=O)NCCc2ccccc2)cc1	i	i	i	i	5.4	i	i	i	i	i	i
Cc1cc(O)cc(O)c1-c1onc(C(F)(F)F)c1-c1cscn1	i	i	i	i	-3.9	i	i	i	i	i	i
CCOc1cccc(/C=N/NC(=S)Nc2ccccc2[N+](=O)[O-])c1O	i	i	i	i	73.2*	i	i	i	i	i	i
COc1ccc2nc(NS(=O)(=O)c3ccc(NC(C)=O)cc3)sc2c1	i	i	i	-7*	-4.2	i	i	i	122*	i	i
Cc1ccc(N2C(=O)[C@@H]3Cc4ccccc4CN3C2=O)cc1	i	i	i	i	.	i	i	i	i	i	i
C=CCOc1ccc2ccccc2c1CNn1cn[nH]c1=S	i	i	i	i	0.1	i	i	i	i	i	i
CN(Cc1nccs1)C(=O)C1CCC(=O)N(CCc2cccc(F)c2)C1 (stereo unspecified)	i	i	i	i	5.6	i	i	i	i	i	i
Cc1ccc(N(C(=O)Cn2nnc3ccccc32)C(C(=O)NCc2ccccc2)c2ccccn2)cc1 (stereo unspecified)	i	i	i	i	4.1	i	i	i	i	i	i
Cc1ccc(S(=O)(=O)Cc2ccc(C(=O)N3CCN(c4cc(C)ccc4C)CC3)o2)cc1	i	i	i	i	18.8	i	i	i	i	i	i
COC(=O)c1ccccc1NC(=O)c1noc2c1CCC2	i	i	i	i	-16.7	i	i	i	i	i	i
COc1ccc(C(=O)NCC(=O)n2nc(C)cc2C)cc1OC	i	i	i	i	0.9	i	i	i	i	i	i
CC(C)c1onc(C(=O)NCc2ccccc2)c1[N+](=O)[O-]	i	i	i	i	8.0	i	i	i	i	i	i
Next section
SMILES	TMEM16A inh	TRPC6 activator	MrgX1 PAM	TRPC4 block	SKKanGAS inh	TRPC4 PAM	TMEM16A act	MrgX1 antagonist	TRPC4 act	MrgX1 agonist	TRPC6 inhibitor
CCc1ccccc1NC(=O)c1cc(S(=O)(=O)N(C)C)ccc1N1CCCC1	i	i	i	i	-2.0	i	i	i	i	i	i
CN(C)S(=O)(=O)c1cccc(NC(=O)Cc2ccsc2)c1	i	i	i	i	5.0	i	i	i	i	i	i
COC(=O)c1cc(C(=O)OC)cc(N2C(=O)CC(Sc3nc(C)cc(C)n3)C2=O)c1 (stereo unspecified)	i	i	i	i	9.7	i	-18.4*	i	i	i	i
CCCCOC(=O)CCc1c(C)[nH]c(=O)c(C#N)c1C	i	i	i	i	1.6	i	i	i	i	i	i
CCOP(=O)(OCC)C(NC(=O)c1cc([N+](=O)[O-])cc([N+](=O)[O-])c1)C(F)(F)F (stereo unspecified)	i	i	i	i	2.3	i	i	i	i	i	i
O=c1c(-c2cc3ccccc3o2)[n+]([O-])c2ccccc2n1OCc1ccccn1	i	i	i	i	13.2	i	i	i	i	i	i
CCCCC(=O)Nc1ccc2c(c1)nc1n2CCOC1	i	i	i	i	-6.1	i	i	i	i	i	i

Source: PubChem (several laboratories)

Outcome played no part in choosing rows; 6.7% or so of the library scored in one or more.
